West Nile virus CPE: inhibition of WNV-induced cytopathic effect – cell-based, CPE readout (AID 1621); West Nile virus-infected cells, CPE inhibition; higher % means a stronger effect; CPE inhibition, % at 10 µM, or IC50 in µM where a hit was titrated; actives 0.02% (n = 290,000); in the data active = a potency from the dose series; inconclusive = CPE inhibition mostly from about 3.7% at the one dose, without a potency; inactive = the rest, 99 in 100 with CPE inhibition below about 2.2%; note: strong numbers were not always called active
MgcRacGAP inhibition: MgcRacGAP GTPase-activating activity inhibitors, confirmation, biochemical, ADP Hunter fluorescence. MgcRacGAP-stimulated Rac1 GTP hydrolysis, ADP Hunter fluorescence; higher % means a stronger effect; GST-tagged Rac1 F28L mutant substrate. inhibition, % at 30 µM, or IC50 in µM where a hit was titrated. actives 0.6% (n = 340,000). AID 624330;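 active = first-screen hits whose inhibition reached a set limit at any dose in the follow-up dose series; inconclusive = inhibition above the set first-screen limit but never retested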;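 note: fluorescence reports GDP produced by GAP-driven GTP hydrolysis; strong numbers were not always called active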
ER stress rescue: rescue of cells from ER stress-induced death, primary screen, 384-well, CSM14.1, thapsigargin, ATP luminescence (AID 1222); CSM14.1 thapsigargin-induced death rescue, ATP luminescence; higher % means a stronger effect; 190,000 tested, under 10 active; cellular ATP content (survival), % at 20 µM, or EC50 in µM where a hit was titrated;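 active = EC50 below 50 µM in the dose-response confirmation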;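 note: death triggered by thapsigargin at about 15 µM added after 2 h compound pretreatment; cell ATP read after overnight thapsigargin exposure of roughly 18 to 22 hours; normalized against plate controls of thapsigargin alone and 5% DMSO vehicle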
LYP inhibition: inhibitors of LYP phosphatase, biochemical, fluorescence intensity, uHTS (AID 1779); recombinant LYP phosphatase, fluorescence intensity; higher % means a stronger effect; one-dose inhibition, % at 11.5 µM; IC50 in µM for titrated hits; actives 0.054% (n = 290,000); in the data active = inhibition above about 50%;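 note: plate controls were vehicle with enzyme for no effect and no enzyme for full effect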
RSV antiviral HEp-2: RSV antiviral activity via CPE protection, HEp-2 cells, primary 10 µM value included (AID 2391); HEp-2 cells, RSV-induced CPE inhibition; higher % means a stronger effect; CPE inhibition, % at 10 µM, or IC50 in µM where a hit was titrated; actives 0.13% (n = 310,000); in the data active = a potency from the dose series; inconclusive = CPE inhibition mostly from about 23% at the one dose, without a potency; inactive = the rest, 99 in 100 with CPE inhibition below about 21%; note: strong numbers were not always called active
Large T inhibition: SV40 large T antigen inhibitors, biochemical (AID 1903) | SV40 large T antigen ATPase/helicase inhibition assay; higher % means a stronger effect | one-dose inhibition, % at 20 µM; IC50 in µM for titrated hits | actives 0.39% (n = 310,000); in the data active = a potency from the dose series; inconclusive = inhibition mostly from about 32% at the one dose, without a potency; inactive = the rest, 99 in 100 with inhibition below about 32%; note: strong numbers were not always called active
GPR35 arrestin U2OS: inhibition of zaprinast-stimulated GPR35 beta-arrestin translocation – imaging, U2OS, beta-arrestin-GFP, zaprinast agonist, primary screen (AID 2058) | U2OS GPR35 beta-arrestin-GFP translocation imaging, zaprinast antagonism; higher % means a stronger effect | one-dose inhibition, % at 10 µM; IC50 in µM for titrated hits | actives 0.052% (n = 290,000);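 active = inhibition of at least 50% with at least 30 cells and total cytoplasm GFP at most 10,000,000; inconclusive = under 30 cells or total GFP of 10,000,000 plus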
NS5 inhibitors: flavivirus cap methylation enzyme inhibition – biochemical, confirmation dose response, primary screen (AID 588689). Dengue-2 NS5 methyltransferase capping enzyme assay, biochemical; higher % means a stronger effect. one-dose inhibition, % at 25 µM; IC50 in µM for titrated hits. actives 0.3% (n = 340,000); in the data active = a potency from the dose series; inconclusive = inhibition above about 29% without an active follow-up result
Salmonella PhoP GFP: inhibitors of PhoP regulon expression, primary screen, Salmonella Typhimurium, GFP reporter (AID 1863); actives 0.16% (n = 300,000); S. Typhimurium PhoP-regulated promoter GFP reporter, 4 h; higher % means a stronger effect; one-dose inhibition, % at 50 µM; IC50 in µM for titrated hits;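 active = inhibition over 29.93%, a cutoff 3 SD above the screen mean, later confirmed by dose response; inconclusive = inhibition over 29.93% but no dose response follow-up; inactive = inhibition at most 29.93% or unconfirmed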;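 note: 0% = low Mg2+ inducing control and 100% = high Mg2+ repressing control; strong numbers were not always called active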
NS5 inhibitors pilot replicate: also measured in NS5 inhibitors; calls as there; inhibition, %; measured here: pilot screen replicate inhibition
* hit, by the source's call; ? = inconclusive; . = not tested or not shown.

SMILES | West Nile virus CPE | MgcRacGAP inhibition | ER stress rescue | LYP inhibition | RSV antiviral HEp-2 | Large T inhibition | GPR35 arrestin U2OS | NS5 inhibitors | Salmonella PhoP GFP | others
O=C1CNC(=S)N1C(CO)c1ccccc1 (stereo not drawn) | -0.7% | 0% | . | -4% | 0.3% | 13% | -3% | 1% | .
CCOc1ccc(-n2c(SCC(=O)Nc3cc(C)on3)nc3c([nH]c4ccccc43)c2=O)cc1 | 0.4% | 5% | -1.3% | 8% | 1.5% | -4% | -2% | -1% | 12%
Cc1cc2c(cc1C)CN(c1ccccc1)C2 | 0.1% | 2% | . | 2% | -1.2% | 16% | -11% | -9% | -4%
CC(C)(C)OC(=O)N1CCN(C(=O)c2[nH]cnc2C(=O)NCC(=O)OCc2ccccc2)CC1 | -0.4% | 7% | . | -15% | 2.2% | 10% | 4% | -6% | -3%
N#CC1=C(O)CCCn2c1nc1ccccc1c2=O | -0.1% | 10% | -1.3% | -5% | 0.4% | 7% | 13% | -2% | 11%
Cc1ccc(S(=O)(=O)c2nc(-c3ccco3)oc2SCC(N)=O)cc1 | -0.9% | 6% | . | -3% | 1.1% | 9% | 9% | -4% | 4%
O=C(NC1CCCCC1)C1CC(=O)N(CCc2ccccc2)C1 (stereo not drawn) | -0.1% | 2% | 0.0% | -10% | 0.6% | 16% | -5% | -5% | -2%
CCC(C)NC(=O)CN(C1CCCCC1)S(=O)(=O)c1ccc(F)cc1 (stereo not drawn) | -0.2% | 3% | . | -7% | 1.2% | 3% | -1% | -3% | -4%
C[C@H](NC(=O)c1nc[nH]c1C(=O)N[C@@H](C)C(=O)OCc1ccccc1)C(=O)OCc1ccccc1 | -0.6% | 1% | . | 2% | -0.8% | 17% | -12% | -3% | -2%
O=C(N/N=C/c1ccco1)c1ccc(NC(=O)c2ccc(Cl)cc2)cc1 | -0.2% | 7% | . | -4% | 0.8% | -6% | 12% | -1% | 8%
O=C(NCc1nnc(SCc2ccc(F)cc2)n1-c1ccc(F)cc1)C12CC3CC(CC(C3)C1)C2 | . | 8% | 0.5% | 8% | 1.5% | 3% | 11% | -1% | -2%
O=C(Cc1ccc(F)cc1)OCN1C(=O)c2ccccc2C1=O | -0.2% | 6% | . | -8% | 0.6% | 8% | 8% | -6% | -4%
Cc1ccc2sc(NC(=O)C3CC3)nc2c1C | 0.3% | 15% | . | -8% | 14% | 7% | -8% | -3% | -4%
CN(C)C=Nc1nonc1-c1ncn[nH]1 | -0.2% | 9% | -0.1% | -5% | 1.2% | -1% | 12% | . | -11%
CCOC(=O)C1CCCN(C(=O)c2cccs2)C1 (stereo not drawn) | 0.7% | 2% | . | -1% | 1.3% | 1% | -2% | 9% | 4%
CCCCC(NC(=O)c1cccc(Br)c1)C(=O)O (stereo not drawn) | 0.4% | 5% | -1.6% | -4% | 0.8% | 4% | 6% | 1% | -1%
Cc1cc(C(=O)OCC(=O)Nc2ccccc2F)c(C)o1 | -0.2% | 6% | -0.8% | 0% | 2.5% | -4% | 13% | -5% | 19%
O=C(NN=C1CCCCCC1)c1c[nH]c2ccccc12 | -0.5% | -1% | -1.3% | 1% | 1.2% | 15% | 10% | -6% | 4%
CC(C)n1cc(CNC(=O)C2CCC(=O)N(Cc3ccccc3F)C2)cn1 (stereo not drawn) | 0.4% | 7% | . | -6% | 2.3% | 7% | -3% | 6% | -2%
CN1\C(=C/C=C/C=C/C=[N+](C)C)C(C)(C)c2ccccc21 | -0.4% | 24% | -1.5% | 3% | . | 28µM* | 1.8µM* | ? | -19%
O=C(/C=C/c1ccco1)Nc1cccc2cccnc12 | -0.1% | 11% | -2.8% | 0% | 0.6% | 13% | 8% | 6% | -19%
CC1CN(C(=O)CN2C(=O)NC3(CCCCCC3)C2=O)CC(C)O1 (stereo not drawn) | 0.2% | 5% | -0.9% | 1% | 1.4% | 9% | 6% | 3% | -1% | NS5 inhibitors pilot replicate=1.2
COc1ccccc1NS(=O)(=O)c1ccc2c(c1)OCCO2 | 0.3% | -5% | . | -16% | . | . | -1% | -3% | .
O=C(Nc1ccccc1)Nc1cccc(Cl)c1Cl | -0.7% | 2% | -1.7% | -3% | 7.7% | -5% | 16% | -3% | 10%
CCCn1c(=O)c(C(=O)NNC(=O)Cc2ccccc2)c(O)c2ccccc21 | 1.5% | 5% | . | -1% | 1.8% | 8% | 1% | -3% | -1%
SMILES | West Nile virus CPE | MgcRacGAP inhibition | ER stress rescue | LYP inhibition | RSV antiviral HEp-2 | Large T inhibition | GPR35 arrestin U2OS | NS5 inhibitors | Salmonella PhoP GFP | others
CCOC(=O)C1CCCN(C2CC(=O)N(c3ccccc3)C2=O)C1 (stereo not drawn) | 0.1% | 4% | 1.3% | -7% | 2.0% | 0% | -4% | 1% | 3%
CCOC(=O)C1CCN(C(=O)/C(C)=C\c2ccccc2)CC1 | -0.5% | -1% | 0.9% | -8% | 2.1% | 7% | -3% | -1% | 5%
CC(C)(C)C(=O)Nc1ccnc(-c2cccnc2)n1 | 0.5% | . | 0.0% | -9% | . | 17% | -13% | . | -7%
C/C(=N\Nc1nc(C)cc(C)n1)c1ccc(N2CCOCC2)cc1 | -0.8% | 8% | -0.3% | 6% | 6.1% | 13% | -1% | 0% | 6%
CS(=O)(=O)c1nc2c(cc1C#N)CCCC2 | -0.1% | 2% | -0.1% | -8% | -0.6% | 2% | 20% | . | -6%
O=C(NCCc1ccc(Cl)cc1)c1cccs1 | 0.5% | 3% | -0.6% | -7% | -0.7% | 6% | 1% | -11% | 4%
COc1ccc(-c2csc(NC(C)c3nc4cc(C(=O)NCCCO)ccc4n3Cc3ccc(C)cc3)n2)cc1 (stereo not drawn) | 0.2% | 5% | . | . | 5.6% | 23% | . | -10% | -7%
CCn1ncc(Br)c1C(=O)Nc1sc2c(c1C(N)=O)CCC2 | -0.6% | 7% | -3.6% | 4% | -0.6% | 0% | -12% | -5% | -2%
CN(CCc1ccccc1)C1CCCN(S(=O)(=O)c2cccc(F)c2)C1 (stereo not drawn) | -1.0% | 10% | . | -5% | 3.4% | 6% | 8% | 2% | 0%
Cc1[nH]n(-c2ccc([N+](=O)[O-])cc2)c(=O)c1C=NCC1CCCO1 (stereo not drawn) | -0.5% | . | -0.6% | 1% | -0.7% | 3% | -10% | . | 2%
COc1ccc2nc(NNC(=O)c3cc(=O)c4ccccc4o3)sc2c1 | . | 20% | -3.9% | -2% | 3.5% | 31% | -8% | 3% | -3%
CCCCSc1nn[nH]n1 | -0.2% | 1% | 1.3% | -10% | 0.2% | 2% | 11% | -2% | -2%
COc1ccc2c(-c3ccccc3)cc(SCC(=O)N(C)C)nc2c1 | -0.5% | 5% | 3.4% | 6% | 16% | 4% | -13% | -5% | 1%
O=c1c(Cc2c(F)cccc2Cl)c(O)ccn1CCc1ccccn1 | 0.1% | 2% | 4.0% | 4% | 3.7% | 4% | -6% | -9% | -8%
CCOc1ccc(C(=O)Nc2ccc3c(c2)OCCO3)cc1OC | 0.9% | 16% | -4.2% | 0% | 1.0% | -4% | 10% | 3% | -10%
O=C(CSc1ccc(C(F)(F)F)cc1[N+](=O)[O-])Nc1ccc2ccccc2c1 | -0.4% | 15% | -1.1% | -5% | 1.9% | 0% | 0% | 2% | 1%
O=C(Nc1cccn2ncnc12)c1ccc(Cl)cc1 | -0.1% | -3% | -2.6% | -7% | 3.6% | 17% | 2% | -5% | -9%
Cc1nc(NC(=O)c2ccccc2)sc1-c1csc(NCc2ccco2)n1 | 0.7% | 24% | . | 2% | 9.1% | 19% | -15% | -2% | -9%
CCC(Sc1ccc2nnc(-c3ccc(F)cc3)n2n1)C(=O)O (stereo not drawn) | -0.1% | 7% | -2.5% | -1% | 0.6% | 6% | 7% | 1% | -4%
COc1ccc(S(=O)(=O)Nc2cc(C)c(O)c(S(=O)(=O)c3ccccc3)c2)cc1 | -0.5% | 7% | -1.7% | 6% | 3.4% | 10% | -8% | 6% | 1%
CCO[C@@H]1OC(C(=O)N2CCCCCCC2)=C[C@H](C2CCCCC2)[C@H]1CCCO | . | 8% | 2.6% | -4% | -4.7% | 6% | -14% | -6% | 5%
Cc1ccc(C(=O)NCCN2CCN(C(=O)c3ccc(C)c(C)c3)CC2)cc1C | 0.3% | 5% | . | -9% | . | . | -2% | 1% | .
CCOc1ccc(NC(=S)NCCCN2CCOCC2)cc1 | 0.5% | 9% | 0.0% | -5% | -0.5% | 19% | 0% | 0% | -6%
CCOc1cc(C2NC(=O)NC(O)(C(F)(F)F)C2C(=O)c2ccccc2)ccc1OC (stereo not drawn) | 0.7% | 2% | . | -2% | 4.0% | 15% | 1% | -16% | 1%
CCOC(=O)c1ccc(N2C(=O)CC(N3CCC(C(=O)OCC)CC3)C2=O)cc1 (stereo not drawn) | 0.8% | 8% | 1.9% | -10% | 0.3% | 0% | 1% | -3% | -7%

A section from further up, as a working copy:
SMILES | West Nile virus CPE | MgcRacGAP inhibition | ER stress rescue | LYP inhibition | RSV antiviral HEp-2 | Large T inhibition | GPR35 arrestin U2OS | NS5 inhibitors | Salmonella PhoP GFP | others
C[C@H](NC(=O)c1nc[nH]c1C(=O)N[C@@H](C)C(=O)OCc1ccccc1)C(=O)OCc1ccccc1 | -0.6% | 1% | . | 2% | -0.8% | 17% | -12% | -3% | -2%
O=C(N/N=C/c1ccco1)c1ccc(NC(=O)c2ccc(Cl)cc2)cc1 | -0.2% | 7% | . | -4% | 0.8% | -6% | 12% | -1% | 8%

(next part)
SMILES | West Nile virus CPE | MgcRacGAP inhibition | ER stress rescue | LYP inhibition | RSV antiviral HEp-2 | Large T inhibition | GPR35 arrestin U2OS | NS5 inhibitors | Salmonella PhoP GFP | others
Cc1cc(N/N=C/c2ccc(O)c(C)c2O)nc(-c2ccccc2O)n1 | -2.7% | 7% | 1.9% | -2% | -1.7% | 13% | -11% | -5% | -8%
C=CCNC(=O)/C(C#N)=C/c1c(N2CCCCCC2)nc2ccccn2c1=O | -0.5% | 4% | . | -2% | 2.8% | 4% | 6% | -2% | -7%
COc1cc(CCC(=O)OCC(=O)Nc2c(C)cccc2C(C)C)cc(OC)c1OC | -0.2% | 7% | -3.3% | -5% | 1.2% | 0% | 8% | -2% | -5%
COc1cc(OC)c(NS(=O)(=O)c2coc(C(N)=O)c2)cc1Cl | 0.1% | 4% | -0.1% | 3% | 0.4% | 3% | -3% | 7% | -2%
COc1ccc(C(=O)NCCCOC(C)C)cc1OC1CCN(C(C)=O)CC1 | 0.4% | 8% | . | -3% | 0.3% | 0% | -14% | 5% | -4%
CC/C(=N\NC(=O)CNC(=O)/C=C/c1ccc(OC)cc1)c1ccccc1 | -0.2% | -1% | . | -10% | 2.4% | 2% | 2% | -7% | -3%
c1ccc(-c2noc(-c3cccc4ccccc34)n2)cc1 | 1.3% | 3% | . | 2% | 12% | 3% | -5% | 6% | -5%

Screens: PubChem BioAssay, several laboratories

This is a random part of the collection; overall some 1.5% were active at least once.
